Ecoli WT expand = growth inhibitors of E. coli BW25113 wild type; OD600 absorbance; growth inhibition, % at 100 µM; hit rate 0.15% among 98,000;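 active = growth inhibition above about 50% at one test dose, limit read from the data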;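 note: growth measured after 20 h incubation at 37 °C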
ERb SRC1 inh = ER-beta (human) coactivator binding inhibition | Q92731 | AID 633 | TR-FRET ER-beta LBD / SRC1-Cy5 peptide binding; receptor agonist-loaded with 1 µM estradiol | inhibition, % at 25.6 µM | hit rate 1.3% among 86,000;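 active = compounds whose percent inhibition of the receptor-coactivator binding signal exceeds about 50% in the single-dose screen, limit read from the data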;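 note: 0% = receptor plus peptide wells without compound and 100% = peptide-only wells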
Target sequence (Q92731 whole entry, looked up, the tested form may be a part): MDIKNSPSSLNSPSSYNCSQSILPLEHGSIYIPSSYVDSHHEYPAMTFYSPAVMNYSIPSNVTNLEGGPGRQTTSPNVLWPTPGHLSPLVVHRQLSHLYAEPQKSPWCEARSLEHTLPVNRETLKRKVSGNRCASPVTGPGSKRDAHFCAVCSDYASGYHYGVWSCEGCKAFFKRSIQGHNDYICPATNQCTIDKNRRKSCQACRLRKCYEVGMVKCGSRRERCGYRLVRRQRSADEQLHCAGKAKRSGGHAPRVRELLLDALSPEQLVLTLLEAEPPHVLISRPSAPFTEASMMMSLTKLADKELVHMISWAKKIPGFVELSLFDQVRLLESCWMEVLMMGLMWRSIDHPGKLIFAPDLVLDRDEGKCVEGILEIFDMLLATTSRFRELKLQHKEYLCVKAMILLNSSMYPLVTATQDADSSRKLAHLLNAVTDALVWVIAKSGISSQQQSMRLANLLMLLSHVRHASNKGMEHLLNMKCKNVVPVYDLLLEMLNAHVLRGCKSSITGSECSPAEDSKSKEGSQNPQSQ
CD11b adhes enh = increases human CD11b/CD18 adhesion to fibrinogen; P05107+P11215; K562 CD11b/CD18 adhesion to fibrinogen, ATPlite luminescence; activation, % at 10 µM; hit rate 0.07% among 93,000; AID 1499;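 active = 10 µM primary screen giving 50% or more activity, confirmed by 40% or more on retest at that dose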; note: strong numbers were not always called active; reference of the scale not given here
MT1-MMP txn act = activates MT1-MMP transcription | HT1080 MT1-MMP promoter luciferase reporter, luminescence, overnight; stronger effect = higher value | activation factor at 10 µM | hit rate 0.16% among 86,000 | AID 750;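 active = activation factor of at least 2 for MT1-MMP transcription at 10 µM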
ERa coact pot = ER-alpha (human) coactivator binding potentiation; P03372; TR-FRET ERalpha-LBD/SRC-Cy5 coactivator binding, 2 h; 100 = basal binding, no effect; coactivator binding (% of control), % at 25.6 µM; hit rate 1.3% among 86,000; in the data active = activity above about 200%;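 note: binding measured in presence of low estradiol as agonist stimulus; 0% = peptide alone without receptor and 100% = receptor with peptide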
ERa coact inh = ER-alpha (human) coactivator binding inhibition | P03372 | TR-FRET ER-alpha LBD / SRC-1 peptide, estradiol-bound | inhibition, % at 25.6 µM | hit rate 1.7% among 86,000 | AID 629; in the data active = inhibition above about 50%;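 note: 0% = receptor plus peptide control and 100% = peptide only without receptor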
FAK inh = inhibitors of human focal adhesion kinase; Q05397; biochemical FAK kinase activity assay; inhibition, %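 (tested at 7 µM)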; hit rate 0.84% among 97,000; AID 727; in the data active = inhibition above about 19%;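 note: 0% = DMSO and 100% = reference compound high control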
Mac1 fbg inh = CD11b/CD18-fibrinogen binding inhibition; K562 CD11b/CD18 adhesion to fibrinogen, ATPlite luminescence; Mn2+ added to activate the integrin; inhibition, % at 10 µM; hit rate 0.54% among 93,000; AID 1497;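 active = primary inhibition of 50% or more at 10 µM, then 40% or more on retest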; note: some results filed as inactive read as strong as hits
PLAP act = activators of human placental alkaline phosphatase | P05187 | purified PLAP enzyme, luminescent substrate read-out; stronger effect = higher value | activation fold at 20 µM | hit rate 1.2% among 96,000 | AID 696; in the data active = activation fold above about 2
Target sequence (P05187 whole entry, looked up): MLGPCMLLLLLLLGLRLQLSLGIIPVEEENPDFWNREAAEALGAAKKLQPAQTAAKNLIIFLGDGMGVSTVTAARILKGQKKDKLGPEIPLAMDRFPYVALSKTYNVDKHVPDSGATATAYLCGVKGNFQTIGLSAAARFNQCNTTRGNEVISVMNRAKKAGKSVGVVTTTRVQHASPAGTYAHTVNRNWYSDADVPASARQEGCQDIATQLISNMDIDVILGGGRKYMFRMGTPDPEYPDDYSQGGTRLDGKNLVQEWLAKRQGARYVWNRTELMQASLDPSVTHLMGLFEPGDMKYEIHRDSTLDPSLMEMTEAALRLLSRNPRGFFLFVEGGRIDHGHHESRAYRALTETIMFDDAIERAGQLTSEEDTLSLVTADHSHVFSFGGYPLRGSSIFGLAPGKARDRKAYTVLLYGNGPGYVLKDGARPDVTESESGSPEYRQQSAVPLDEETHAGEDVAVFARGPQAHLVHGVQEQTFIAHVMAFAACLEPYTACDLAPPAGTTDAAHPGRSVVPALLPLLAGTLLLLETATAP
The depositor's hits bear a star; x = no result given; [ ] = another dose, or the depositor's remark.

SMILES	Ecoli WT expand	ERb SRC1 inh	CD11b adhes enh	MT1-MMP txn act	ERa coact pot	ERa coact inh	FAK inh	Mac1 fbg inh	PLAP act
O=C(Cc1ncc(C(F)(F)F)cc1Cl)Nc1ccc(F)cc1	5.0	x	-2.0	x	x	x	-2.2	-8.0	0.9
Cc1ccc(-c2csc3nc(=O)c(C)nn23)cc1	x	-2.1[fluorescence artefact?]	-2.3	1.1	131.8	2.3	x	2.0	1.3
NC(=O)C1C(c2ccccc2)=C1c1ccccc1	1.0	-0.6[fluorescence artefact?]	2.2	1	118.4	-0.4	5.3	-0.5	0.9
O=C(Nc1ccccc1C1CC1)c1cccs1	9.0	-1.4[fluorescence artefact?]	3.9	1.1	120.5	3.6	-3.4	31.9	0.9
CCOC(=O)N1CCN(C(=O)C(NS(=O)(=O)c2cccc3nsnc23)c2ccccc2)CC1 (stereo unspecified)	1.0	19.7	6.3	1.1	91.9	0.2	-1.5	-5.7	1.3
CC(C)(CSc1nncn1/N=C/c1ccco1)NS(=O)(=O)c1ccc(Cl)cc1	6.0	-7.9	-3.4	1.2	111.8	-4.9	-3.5	7.6	1.4
O=C(COC(=O)c1ccccn1)NCc1ccccc1	-1.0	x	-2.2	x	x	x	-4.3	0.5	1.2
COc1ccc(OCC(O)Cn2c(Nc3cccc(C)c3)nc3c2c(=O)n(C)c(=O)n3C)cc1 (stereo unspecified)	x	1.8	x	1.1	90.8	3.4	x	x	x
CCOC(=O)CSc1nnc(NC(=O)c2cccc(S(=O)(=O)N3CCCCCC3)c2)s1	-8.0	0.5	x	1.1	118.3	2.5	-0.5	x	1.3
CCn1c(=O)n(CC(=O)NCc2ccccc2OC)c(=O)c2ccccc21	-1.0	6.3	5.3	1.1	94.8	7.4	0.0	-41.8	0.8
COc1ccccc1OCC(=O)NCCc1nc2ccccc2[nH]1	10.0	13.4[fluorescence artefact?]	-5.4	1.2	81.7	13.2	-4.9	-5.4	1
CCC(c1nnnn1CCOC)N(Cc1cc2cc(C)c(C)cc2[nH]c1=O)CC1CCCO1 (stereo unspecified)	-3.0	-5.3	-2.9	1.3	95.3	1.6[fluorescence artefact?]	0.7	-4.5	1.6

Given with values under each structure: entries from further up.
Each structure is followed by: Ecoli WT expand, ERb SRC1 inh, CD11b adhes enh, MT1-MMP txn act, ERa coact pot, ERa coact inh, FAK inh, Mac1 fbg inh, PLAP act
- Cc1ccc(-c2csc3nc(=O)c(C)nn23)cc1
→ x, -2.1[fluorescence artefact?], -2.3, 1.1, 131.8, 2.3, x, 2.0, 1.3
- NC(=O)C1C(c2ccccc2)=C1c1ccccc1
→ 1.0, -0.6[fluorescence artefact?], 2.2, 1, 118.4, -0.4, 5.3, -0.5, 0.9

(further entries)
SMILES	Ecoli WT expand	ERb SRC1 inh	CD11b adhes enh	MT1-MMP txn act	ERa coact pot	ERa coact inh	FAK inh	Mac1 fbg inh	PLAP act
CC(C)NC(=O)CSc1nncn1-c1ccccc1	-2.0	-5.9	1.9	1	107.8	-7.0	x	0.5	1
COC(=O)C1=C(C)NC(=O)C1(NS(=O)(=O)c1ccc(NC(C)=O)cc1)C(F)(F)F (stereo unspecified)	5.0	-3.7	-1.2	1.1	85.8	-2.5	-0.7	-16.3	0.9
CCCn1c2ccccc2c2nnc(SCC(=O)Nc3nnc(CC(=O)OCC)s3)nc21	-4.0	7.4	1.0	0.9	137.8[fluorescence artefact?]	0.5	-0.5	-2.0	1
CCOC(=O)C(=O)/C(C#N)=C/Nc1ccccc1	8.0	2.9[fluorescence artefact?]	-1.0	1.2	113.0	1.7[fluorescence artefact?]	-0.4	2.0	1
COc1cccc(C(C(=O)NC2CCCC2)N(Cc2ccco2)C(=O)c2ccco2)c1OC (stereo unspecified)	x	0.1	x	1.3	109.6	-4.2	3.7	x	x
N#Cc1c(Nc2ccccc2)c(C=NCCN2CCOCC2)c[nH]c1=O	2.0	-1.2	x	1.2	111.5	-4.6	-1.1	x	1.1
Cc1nnc(NC(=O)c2cccc(S(=O)(=O)N3CCc4ccccc43)c2)s1	-7.0	x	-2.5	x	x	x	-0.1	7.7	0.9
Cc1ccc(S(=O)(=O)NC(=O)Nc2ccccc2F)cc1	x	7.9[fluorescence artefact?]	x	1.2	93.3	4.5	0.6	x	x
COc1ccccc1NC(NC(=O)c1ccco1)C(=O)c1ccccc1 (stereo unspecified)	6.0	-0.1	-2.0	1	98.3	-5.5	-7.7	3.2	1
CCOC(=O)c1sc(=NC(=O)c2cccc(OC)c2)n(C)c1C	-6.0	29.1	-0.7	1.5	140.7[fluorescence artefact?]	11.2[fluorescence artefact?]	-22.3	-4.3	0.9
Cc1cc(NC(=O)c2cc3ncc(Br)cn3n2)no1	-11.0	40.7	-3.1	1.1	63.5	32.3	0.9	-5.6	0.9
Cc1cc(Cl)cc(C)c1OCCCCN1CCOCC1	8.0	1.1	-0.2	1.2	114.7	66.8*	1.7	-10.9	1.4

15 structures from above, arranged by length of the SMILES, smallest number first:
SMILES	Ecoli WT expand	ERb SRC1 inh	CD11b adhes enh	MT1-MMP txn act	ERa coact pot	ERa coact inh	FAK inh	Mac1 fbg inh	PLAP act
O=C(Nc1ccccc1C1CC1)c1cccs1	9.0	-1.4[fluorescence artefact?]	3.9	1.1	120.5	3.6	-3.4	31.9	0.9
CC(C)NC(=O)CSc1nncn1-c1ccccc1	-2.0	-5.9	1.9	1	107.8	-7.0	x	0.5	1
NC(=O)C1C(c2ccccc2)=C1c1ccccc1	1.0	-0.6[fluorescence artefact?]	2.2	1	118.4	-0.4	5.3	-0.5	0.9
Cc1ccc(-c2csc3nc(=O)c(C)nn23)cc1	x	-2.1[fluorescence artefact?]	-2.3	1.1	131.8	2.3	x	2.0	1.3
Cc1cc(NC(=O)c2cc3ncc(Br)cn3n2)no1	-11.0	40.7	-3.1	1.1	63.5	32.3	0.9	-5.6	0.9
Cc1ccc(S(=O)(=O)NC(=O)Nc2ccccc2F)cc1	x	7.9[fluorescence artefact?]	x	1.2	93.3	4.5	0.6	x	x
O=C(Cc1ncc(C(F)(F)F)cc1Cl)Nc1ccc(F)cc1	5.0	x	-2.0	x	x	x	-2.2	-8.0	0.9
COc1ccccc1NC(NC(=O)c1ccco1)C(=O)c1ccccc1 (stereo unspecified)	6.0	-0.1	-2.0	1	98.3	-5.5	-7.7	3.2	1
N#Cc1c(Nc2ccccc2)c(C=NCCN2CCOCC2)c[nH]c1=O	2.0	-1.2	x	1.2	111.5	-4.6	-1.1	x	1.1
CCn1c(=O)n(CC(=O)NCc2ccccc2OC)c(=O)c2ccccc21	-1.0	6.3	5.3	1.1	94.8	7.4	0.0	-41.8	0.8
Cc1nnc(NC(=O)c2cccc(S(=O)(=O)N3CCc4ccccc43)c2)s1	-7.0	x	-2.5	x	x	x	-0.1	7.7	0.9
CCCn1c2ccccc2c2nnc(SCC(=O)Nc3nnc(CC(=O)OCC)s3)nc21	-4.0	7.4	1.0	0.9	137.8[fluorescence artefact?]	0.5	-0.5	-2.0	1
CCOC(=O)CSc1nnc(NC(=O)c2cccc(S(=O)(=O)N3CCCCCC3)c2)s1	-8.0	0.5	x	1.1	118.3	2.5	-0.5	x	1.3
CCOC(=O)N1CCN(C(=O)C(NS(=O)(=O)c2cccc3nsnc23)c2ccccc2)CC1 (stereo unspecified)	1.0	19.7	6.3	1.1	91.9	0.2	-1.5	-5.7	1.3
COc1ccc(OCC(O)Cn2c(Nc3cccc(C)c3)nc3c2c(=O)n(C)c(=O)n3C)cc1 (stereo unspecified)	x	1.8	x	1.1	90.8	3.4	x	x	x

Further structures follow.
SMILES	Ecoli WT expand	ERb SRC1 inh	CD11b adhes enh	MT1-MMP txn act	ERa coact pot	ERa coact inh	FAK inh	Mac1 fbg inh	PLAP act
Clc1ccccc1CSc1ncn(-c2ccccc2)n1	x	-8.6	x	1.7	86.6	-1.5	1.7	x	x
Cn1c(CO)cnc1S(=O)(=O)Cc1ccc([N+](=O)[O-])cc1	3.0	x	-3.4	x	x	x	-0.6	15.4	0.9
CS(=O)(=O)N(CCc1ccccc1)CC(=O)NCc1ccccn1	-1.0	-0.8	4.2	1.1	101.8	-2.0	-1.0	-1.7	0.8
Cc1ccc(N2C(=O)C3C(C2=O)C(C(=O)c2ccc(Cl)cc2)N2CCCC32)cc1 (stereo unspecified)	-7.0	-0.7[fluorescence artefact?]	47.6	1.1	96.0[fluorescence artefact?]	1.3	-2.3	-15.1	1.7
Cc1cc(C)cc(NC(=O)CSc2nnc(-c3ccccc3)n2N)c1	-3.0	-3.4	-4.0	1.3	96.5	-11.4	0.4	77.8	1.1
O=C(O)CC(NCc1ccco1)C(=O)OCCc1ccccc1 (stereo unspecified)	3.0	x	x	1.1	x	x	5.5	x	0.9
CCCCS(=O)(=O)NC1=NCN(Cc2ccco2)CN1	2.0	-7.4	x	1.1	116.5	-3.6	-6.4	x	1.2
CCN(C(=O)Cc1cccs1)c1nnc(-c2cccnc2)s1	-13.0	44.6[fluorescence artefact?]	4.4	1.1	58.9	48.2	1.6	-0.5	1.4
Cc1ccccc1C(=O)NC1CCN(Cc2nnnn2C2CCCC2)CC1	x	-6.6	x	1.1	108.2[fluorescence artefact?]	-2.7	0.4	x	x
CCOC(=O)CNC(=O)C(Cc1ccccc1)NS(=O)(=O)c1cccs1 (stereo unspecified)	-2.0	6.5	-7.2	1.1	87.2[fluorescence artefact?]	5.5	8.8	18.9	1.1
Cc1oc2nc(SCC(=O)NCCCO)nc(N)c2c1C	-2.0	63.9*	3.5	0.9	101.4	-8.4	3.3	-3.5	0.9
CCOc1ccc(-c2nc(CSCC(=O)NCCN3CCOCC3)c(C)o2)cc1	7.0	x	-3.3	1	x	x	x	-7.0	1.6
Cc1c(Br)c(C(N)=O)nn1C	-1.0	x	-2.4	x	x	x	2.0	10.4	1.1
Cc1nn(Cc2ccccc2Cl)c2sc(C(=O)OC3CCCC3=O)cc12 (stereo unspecified)	-9.0	-6.7	0.2	1	38.1[fluorescence artefact?]	-3.4	-4.5	-1.6	1.3
CCN1C=C(C(=O)OC)C(c2cccc(C)c2)C(C(=O)OC)=C1	-5.0	-11.2	2.0	1	102.5	-12.2	-2.2	5.4	1.9
CCOC(=O)C1=C(C)Nc2ccccc2N=C1NC(=O)CCCN1C(=O)c2ccccc2C1=O	-13.0	x	-3.6	1	x	x	-6.1	-4.5	1
O=C(CSc1nnc2ccccn12)N1CCc2ccccc2C1	2.0	-4.8	-1.7	1.6	113.5	-6.9	x	-12.7	1
CCCCC(=O)OCCNC(=O)c1cc2ccccc2oc1=O	0.0	-12.2[fluorescence artefact?]	-0.7	1.2	117.2[fluorescence artefact?]	8.9[fluorescence artefact?]	-0.1	4.0	1
Cc1nn(C(C)CC(=O)O)c(C)c1Br (stereo unspecified)	-8.0	-2.8	-5.1	1.1	89.8	-5.1	1.3	-27.5	1.1
CCOC(=O)c1[nH]c(C)c(C(=O)N2CCc3ccccc32)c1C	0.0	-4.1[fluorescence artefact?]	x	0.5	105.0	-14.2	-0.2	x	1.1
COc1ccc(S(=O)(=O)NCCSCc2ccccc2C)cc1Br	-3.0	x	0.4	x	x	x	2.2	-3.2	0.7
CCOC(=O)N1CCN(C2CC(=O)N(c3ccc(Cl)c(Cl)c3)C2=O)CC1 (stereo unspecified)	x	6.8	x	1.1	108.9	6.4	-2.3	x	x
O=C(Cn1cnc2c(nnn2-c2ccc(F)cc2)c1=O)N1CCCc2ccccc21	x	3.0	-0.8	1.1	114.4	-2.8	-0.2	20.7	1
CCOC(=O)CCS(=O)(=O)c1ccc(-c2ccc(S(=O)(=O)CCC(=O)OCC)cc2)cc1	2.0	x	2.8	x	x	x	-0.8	11.1	1
CCCC(=O)N1c2ccccc2C(N(C(C)=O)c2ccccc2)CC1C (stereo unspecified)	6.0	-0.5	x	1.1	96.1	-2.6	3.9	x	1.3
CC(=O)/C(=C/Nc1ccc(Oc2ccccc2)cc1)c1ccccc1	-6.0	x	0.8	x	x	x	1.8	-29.7	0.9
CCOc1ccc(CCNC(=O)C2CCN(c3nn4c(=O)cc(C)nc4s3)CC2)cc1	0.0	-12.7	-6.2	1.1	103.2	0.5	x	-5.9	1.5

Compound activity as filed in PubChem BioAssay.
